T cell modulator: modulates CD8 T cell binding to vesicles; 2C CD8+ T cell-vesicle binding, flow cytometry; active compounds read low; calls only at 7 µM; 330,000 tested, 0.068% active; AID 2052;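 active = response, share of CD8 T cells binding vesicles, and their 90th percentile fluorescence all below set limits, cut at about 80% in these data, passing the limit was not always enough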
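Benchmarks: naked versus QL9-loaded vesicles / Assay system: purified 2C TCR transgenic mouse naive CD8+ T cells / Technique: high-throughput flow cytometry with anti-B7-1 and anti-CD8 staining / Timing: Cell–vesicle co-incubation 1.5 h at 37 °C, staining 20 min on ice / Read-out: percent CD8+ FL2 mean versus row control / Probe or stimulus: QL9-loaded Drosophila micro-vesicles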
Dynein cargo inh: blocks dynein driven cargo transport along microtubules. z-score, hits read low. 220,000 tested, 0.47% active. 3617.4 mouse cells, GR-EGFP nuclear translocation imaging; test concentration mostly 20 µM; stimulated with dexamethasone, 1 µM; active compounds read low. AID 1381;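 active = plate z-score of nuclear minus cytoplasmic receptor signal below a set negative limit, without overly bright fluorescence or cell loss, cut at about -3.5 in these data, passing the limit was not always enough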;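 also: z-score of nuclear minus cytoplasmic ring GR-EGFP intensity difference per well; some compounds called inactive have numbers as strong as hits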
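Buffer or medium: tet-free, stripped-serum medium; Also added: dexamethasone, 1.0 µM final; Technique: high-content fluorescence imaging after fixation; Times: 48 h induction, 1 h compound, 30 min dex at 37 °C; Read-out: per-cell GR-EGFP intensity, nucleus versus surrounding cytoplasmic ring, well-averaged.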
Lipid droplet: hepatic lipid droplet formation modulation; 240,000 tested, 0.4% active; AID 1656; AML12 mouse hepatocytes, oleate lipid droplets, BODIPY imaging; inhibition, % at 6.5 µM;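 active = lipid droplet intensity inhibited by at least 50%, with more than 500 cells counted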
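System: AML12 hepatocytes (mouse). Probe or stimulus: oleic acid at 100 µM to induce lipid droplet formation. Times: overnight treatment with compound plus oleate. Detection: Image-based BODIPY and DAPI two-channel analysis. Evaluation: percent inhibition of filter-corrected integrated lipid droplet intensity per well.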
Ins promoter up: MIN6 insulin promoter up-regulation | MIN6 insulin promoter-GFP reporter, high-content imaging; active compounds read high | z-score at 5 µM | 190,000 tested, 0.3% active | AID 1625;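 active = z-score above 3 at 5 µM with at least 500 cells counted in the well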
TNAP activation fold: stimulation of alkaline phosphatase TNAP activity – biochemical, luminescent, no phosphate acceptor, uHTS, primary screen (AID 1001) | purified TNAP, luminescent activation assay, no phosphate acceptor; higher activation fold means a stronger effect | activation fold at 20 µM; hits with a dose series show EC50 in µM | 200,000 tested, 0.03% active; in the data active = activation fold from about 3, or a potency from the dose series; inactive = the rest, 99 in 100 with activation fold below about 1.6; also: many of its hits are not listed in these tables
MT stabilizer: stabilizes microtubules in HeLa cells; HeLa tubulin immunostaining HCS, 24 h; share of cells brighter than vehicle mean+2SD; % tubulin-high responders, % at 10 µM; 200,000 tested, 0.83% active; AID 2205;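 active = plate Z-score above 3 for both tubulin-high and condensed-nucleus cell shares, with cell loss under 80%, at 10 µM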;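 also: anti alpha tubulin signal scored within the nucleus-defined area of each cell; some results filed as inactive read as strong as hits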
Myeloid diff MLP: promotes myeloid progenitor differentiation; calls only at 10 µM; ER-HoxA9 myeloid progenitors, lysozyme-GFP differentiation, flow cytometry; 360,000 tested, 1% active; AID 624256;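 active = normalized GFP-positive differentiation at or above the plate's own cutoff, the solvent-only control mean plus 3 SD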;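 also: cells exposed to compound for four days before flow analysis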
bCat nuc transl: beta-catenin nuclear translocation modulation; AID 1665; 190,000 tested, 0.3% active; HeLa beta-catenin nuclear translocation, immunofluorescence imaging; nuclear translocation activity, % at 5 µM;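 active = nuclear translocation activity above 50% at 5 µM, with a well cell count of 50 or more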;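 also: per-cell ratio of nuclear to cytoplasmic median beta-catenin stain intensity; plate controls were DMSO negative control for no effect and GSK-3 inhibitor IX positive control for full effect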
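Signal – beta-catenin immunofluorescence imaging with DAPI · Test system – human HeLa cell line · Dosing – 5 µM primary single dose, 0.1% DMSO, 0.02–20 µM confirmation series · Measure – % activation, nuclear-to-cytoplasmic median beta-catenin signal ratio per cell · Incubation – 24 h compound exposure at 37°C, 5% CO2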
human PMI inhibition: MPI enzyme activity inhibition – biochemical, fluorescence intensity, coupled assay, primary screen (AID 1209). purified PMI enzyme, coupled fluorescence intensity; higher % means a stronger effect. 190,000 tested, 0.42% active. one-dose inhibition, % at 20 µM; IC50 in µM for titrated hits; in the data active = inhibition above about 50%;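 also: plate controls were DMSO vehicle for no effect and wells lacking substrate for full effect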
Dynein cargo inh cytoplasmic EGFP: also measured in Dynein cargo inh; calls as there; z-score; measured here: cytoplasmic GR-EGFP intensity; active compounds read high
Dynein cargo inh nuclear GR-EGFP: recorded beside Dynein cargo inh, whose call it bears; z-score; measured here: nuclear GR-EGFP intensity;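 lower value marks the stronger effect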
Dynein cargo inh cell count: second read-out of Dynein cargo inh, no call of its own (marks repeat the call); z-score; measured here: cell count per field
Ins promoter up cell count: also measured in Ins promoter up; calls as there; cell count; measured here: cytotoxicity, nuclei count;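 total cells summed across four imaged fields per well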
Lipid droplet cells 6.5 µM: second read-out of Lipid droplet, no call of its own (marks repeat the call); cell count; measured here: cell count, cytotoxicity flag;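 cells counted across two imaged fields per well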
bCat nuc transl cell count 5 µM: recorded beside bCat nuc transl, whose call it bears; cell count; measured here: cell count, cytotoxicity flag
T cell modulator vesicle-bound %: further read-out of T cell modulator, marked with its call; double positive events, %; measured here: CD8+ vesicle-bound cell fraction;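 binding gate set so that unloaded-vesicle control wells show 10% double positive cells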
MT stabilizer Hoechst-high %: also measured in MT stabilizer; calls as there; % Hoechst-high responders; measured here: nuclear condensation Hoechst responders;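 share of cells brighter than vehicle mean plus two SD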
MT stabilizer cytotoxicity %: second read-out of MT stabilizer, no call of its own (marks repeat the call); toxicity, %; measured here: cytotoxicity by cell density;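 0% = mean cell density of plate MIN control wells and 100% = no cells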
Myeloid diff MLP GFP+ MAC1+ %: further read-out of Myeloid diff MLP, marked with its call; GFP+ MAC1+ double positive, %; measured here: differentiation confirmed by MAC1 staining
An asterisk follows results filed as active; i = inactive; / = not tested or not shown; + = active, no number.

SMILES	T cell modulator	T cell modulator vesicle-bound %	Dynein cargo inh	Dynein cargo inh cytoplasmic EGFP	Dynein cargo inh nuclear GR-EGFP	Dynein cargo inh cell count	Lipid droplet	Lipid droplet cells 6.5 µM	Ins promoter up	Ins promoter up cell count	TNAP activation fold	MT stabilizer	MT stabilizer Hoechst-high %	MT stabilizer cytotoxicity %	Myeloid diff MLP	Myeloid diff MLP GFP+ MAC1+ %	bCat nuc transl	bCat nuc transl cell count 5 µM	human PMI inhibition
COc1ccccc1C(=O)n1nc(-c2ccccc2)nc1NCc1ccco1	/	/	0.084	-0.25	0.16	0.47	-5	630	/	/	0.8	2.3	1.2	24	i	1.0	/	/	24%
COc1ccc(Cn2c(=O)sc3ccccc32)cc1	i	30	-0.36	-0.13	0.018	0.26	-19	716	0.75	1229	1.1	5.8	4.1	7.4	i	2.0	2.1	965	1%
CCCC(C(=O)NC1CCCC1)N(Cc1cccs1)C(=O)c1snc(C(N)=O)c1N (stereo not drawn)	i	57	0.74	-0.082	1.1	-1.3	-9	720	1.6	731	0.9	3.6	2.2	6.4	i	8.4	-0.3	976	-2%
O=C(c1ccccc1C(=O)N1CCN(c2ccccc2F)CC1)N1CCN(c2ccccc2F)CC1	i	22	1.4	-0.11	1.3	-0.57	0	778	-1	1026	1.1	3.9	2.0	16	i	0.9	3.3	1071	11%
O=C(CCN1C(=O)/C(=C/c2ccccc2)SC1=S)NNC(=O)c1ccncc1	i	38	2.4	-0.25	0.89	-1.5	1	656	1.2	1670	1.8	2.8	1.9	8.0	i	0.1	-2.5	1094	-6%
COc1ccc(NC(=O)CSc2nc3ccccc3c(=O)n2CCCN2CCC(C)CC2)c(OC)c1	i	13	0.0086	-0.26	0.011	0.65	-55	696	-1	1305	1	4.6	1.4	7.7	i	0.4	-0.8	1107	-31%
COc1ccc(C2C(C(=O)N3CCN(c4ccccn4)CC3)CC(=O)N2c2ccc(OC)cc2)cc1 (stereo not drawn)	i	24	3.1	-0.2	2.2	-1.9	-6	706	/	/	1.1	3.4	1.7	3.2	i	0.4	0.5	409	-1%
COc1ccc(NS(=O)(=O)c2c(C)cc(C)cc2C)cc1	i	32	-0.15	-0.25	-0.091	0.22	-14	796	1.1	686	1	0.2	3.9	17	i	0.8	12	991	9%
Cc1ccccc1N1C(=O)C(Oc2ccc(Cl)cc2)C1CNCCCOC(C)C (stereo not drawn)	i	43	-0.69	-0.27	-0.58	0.72	-19	595	-0.39	1257	1.1	2.0	2.7	4.2	i	1.9	0.6	908	-5%
CC(C)N(C(=O)CS(=O)(=O)c1ccc(Cl)c(Cl)c1)C(C)C	i	49	0.7	-0.084	0.64	-0.64	-23	675	/	/	1	4.2	1.2	6.7	i	0.2	0.9	1593	-5%
COc1ccccc1CNC(=O)C1CC(c2ccccc2F)=NO1 (stereo not drawn)	i	34	1.9	-0.72	1	-1	/	/	-0.33	680	/	/	/	/	i	2.4	4.2	963	/
COc1ccc(/C=C/C2=CCN(Cc3ccc(OC)cc3)CC2)cc1	i	34	0.42	-0.11	0.43	-0.66	-22	703	-0.57	1138	1	2.0	2.6	6.7	i	0.1	/	/	-14%
COc1ccc(C)cc1NC(=O)CSc1nnc(CC(=O)Nc2ccccc2C)n1C	i	24	1.1	0.15	0.53	0.34	-9	764	0.21	796	1.1	2.6	1.5	9.0	i	8.5	-0.5	1101	10%
COC(=O)C1=C(C)NC2=C(C(=O)CCC2)C1c1ccc(-c2ccsc2C(=O)OC)o1 (stereo not drawn)	i	46	1.3	-0.2	0.6	-0.042	-3	709	-0.16	1403	/	/	/	/	i	0.2	0.6	1018	/
O=C(NCCCCc1ccccc1)C12CN(Cc3ccccc3)CC1C(c1ccc([N+](=O)[O-])cc1)=NO2 (stereo not drawn)	i	16	0.55	-0.19	0.56	-0.26	4	658	0.02	1765	1	2.4	1.8	4.3	+	3.7*	0.0	1065	-13%
O=Cc1cccc(OC(=O)c2ccc(Cl)cc2Cl)c1	i	17	-0.34	-0.058	0.12	0.54	13	781	-0.44	919	1.3	1.8	1.3	10	/	/	/	/	3%
Cc1cc(-c2ccccc2)n2nc(C)c(-c3ccccc3)c2n1	i	31	1.9	-0.22	-0.16	-1.8	/	/	/	/	1.1	4.0	1.8	5.5	i	0.3	/	/	6%
NCCCC[C@H]1CNC(=O)C(=O)N1CCc1cccc2ccccc12	i	37	-0.49	-0.79	-0.16	0.46	22	705	-0.58	1015	/	/	/	/	i	1.2	-0.2	1351	/
CCOC(=O)C1CCN(S(=O)(=O)c2cccc(-c3cn4cccnc4n3)c2)CC1	i	36	-0.52	-0.24	-0.19	-0.33	6	791	-0.2	1231	1.1	4.5	1.3	3.4	i	0.6	-2.8	1201	-1%
CC(C)COCC1CC2(CC(C)(c3csc(N)n3)OC2=O)C(=O)O1 (stereo not drawn)	/	/	-0.41	0.079	-0.11	-0.0023	/	/	-0.42	1363	1	3.4	2.8	17	i	0.8	-0.8	1451	-3%
COc1cc(/C=N/NC(=O)CSc2n[nH]c(=O)[nH]c2=O)cc(OC)c1O	i	38	-0.025	-0.3	-0.17	0.35	27	744	-0.2	1154	1	2.6	2.2	9.2	i	0.3	-0.7	1058	5%
Cc1ccc(S(=O)(=O)c2nc(NCCCn3ccnc3)sc2Cl)cc1	i	7	-0.069	-0.44	-0.027	-0.14	/	/	-2	1205	1.1	2.6	2.1	18	i	0.5	-6.5	1013	1%
CC1(C)CC(=O)C(C=NCCCN2CCCC2=O)=C(O)C1	i	7	-0.83	-0.31	-0.69	0.46	/	/	-1	947	1.1	6.3	4.8	5.4	i	1.2	0.9	1129	7%
COc1ccc(NC(=O)CCC2COc3ccccc3O2)c(OC)c1 (stereo not drawn)	i	20	-0.62	-0.14	-0.18	0.075	13	706	-0.17	1177	1.1	1.4	1.3	18	i	1.1	/	/	7%
Cc1ccc(NC(=S)N(CCN(C)C)C(C)c2cccnc2)cc1 (stereo not drawn)	i	63	-1.2	-0.22	-0.56	0.39	-6	717	/	/	1.1	2.4	2.6	2.2	i	0.3	-2.7	1154	3%
CS(=O)(=O)N(CCc1ccccc1)CC(=O)Nc1ccccc1	i	48	-0.89	-0.31	-0.61	0.18	-6	734	0.06	1322	1	2.0	3.9	5.9	i	0.2	/	/	-4%
CC(CO)(CO)NCc1ccc(-c2ccccc2)cc1	i	53	1.2	-0.065	0.86	-1.3	3	571	-0.16	1462	1.1	5.0	2.0	2.5	i	0.1	-0.1	1130	2%
CCCc1nnc(NC(=O)CCC(=O)O)s1	i	14	-0.42	-0.16	-0.18	0.017	/	/	1.6	978	1.2	7.8	2.6	8.6	i	1.1	/	/	0%
CCOC(=O)N1CCN(Cc2nc(N)nc(Nc3ccc(OC)cc3)n2)CC1	i	3	2.5	0.012	1.4	-1.2	6	731	/	/	1	4.5	2.1	0.3	i	6.0	1.7	1005	-8%
COC(=O)c1cn(NC(=O)C2CCC(C)CC2)c(=O)c2ccccc12 (stereo not drawn)	i	45	-0.23	-0.054	0.39	1.1	/	/	/	/	1.1	4.1	1.5	6.8	i	1.1	/	/	6%
O=S(=O)(c1ccccc1)N1c2cc(Cl)ccc2Oc2nc3ccccc3nc21	i	42	0.17	-0.098	0.54	-0.46	-25	752	-0.72	896	1.1	3.7	2.1	7.8	i	1.0	-0.5	1073	1%
O=C(COc1ccc(Cl)cc1Cl)Nc1nc2n(n1)C(c1ccccc1)CC(=O)N2 (stereo not drawn)	i	15	-0.39	-0.16	-0.34	0.68	/	/	1.6	1243	1.3	2.6	1.2	4.5	i	6.7	-6.8	1054	5%
O=C(NNC(=O)c1cccs1)c1ccc(Br)o1	i	44	-0.006	-0.22	-0.17	0.16	8	642	-0.76	1497	1.2	4.4	1.6	6.8	i	0.7	/	/	-9%
